p53 reactivator: re-activators of mutant p53 | Potency, µM (titrated, usually from 92.2 µM), for the others: at the top dose activity change, positive = activation, actives largely listed as activators | AID 504706 | H1299 p53-A138V BP100-luciferase reporter, luminescence, 24 h | actives 0.063% (n = 320,000); note: % of control where 0% means no effect; nearly all actives have a fitted effect of over 45% in size
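p53-null H1299 cells stably carrying temperature-sensitive p53-A138V and a BP100-luciferase reporter were pinned with compounds (4-point, 1:5 series) and held 24 hrs at 37 deg C. Luminescence was read 10 min after detection reagent.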
Rab9 promoter act: activates the Rab9 promoter | Huh7 Rab9 promoter-luciferase reporter, luminescence, 24 h | Potency, µM (titrated, usually from 9.22 µM), for the others: top-dose activation, negative = inhibition, hits mostly activators | AID 485297 | actives 2.8% (n = 320,000); note: % of control where 0% means no effect; nearly all actives have a fitted effect of over 60% in size
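Cells were plated at 1500 per well in reduced-serum medium with 10% FBS and left 2 h. Compound in DMSO was then added for 24 h at 37 °C. Reporter signal was read by luminescence after 10 min with luciferase detection reagent.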
MLL CXXC-DNA inh: inhibitors of human MLL CXXC domain-DNA interaction. actives 0.037% (n = 290,000). MLL-CXXC / FITC-HOXA9 DNA fluorescence polarization. Potency, µM (titrated, usually from 115 µM), without a hit: at the top dose activity change, negative = inhibition, most hits filed as inhibitors. AID 2662; active = well fitted inhibition curve with a large enough effect in the polarisation, with a control signal flat, not every such curve was filed as active; inconclusive = small, poorly fitted or top-dose-only effect, or effect the other way, or a change in a side signal; inactive = no such curve, though single readings can be large or run the other way; the % refers to the polarisation
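Purified MLL-CXXC (added from a 7 uM solution) was preincubated 5 min at ambient with pinned compounds in 50 mM Tris-HCl pH 7.5, 50 mM NaCl, 1 mM DTT, 0.05% BSA. Fluorescein-labeled HOX-A9 DNA (50 nM solution) followed, 30 min, then polarization read.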
Gal4-VP16 FLuc: inhibits Gal4-VP16 luciferase reporter, ROR gamma counter-screen | Drosophila S2 Gal4-VP16 UAS-luciferase, luminescence, 20 h | Potency, µM (series often up to 53.6 µM), for the others: at the highest dose activity, negative = inhibition, hits mostly inhibitors | actives 3.5% (n = 310,000);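 note: Gal4-VP16 expression switched on by copper sulfate through the metallothionein promoter; % is set by controls: 0 for no effect and ±100 for the full control effect; nearly all actives have a fitted effect of over 50% in size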
ELG1 genotox: induces genotoxicity in HEK293T cells with luciferase-tagged ELG1 | AID 504466 | actives 1.3% (n = 330,000) | Potency, µM (highest dose often 46 µM), inactives show top-dose activity change, positive = activation, hits mostly activators | HEK293T ELG1-luciferase reporter, luminescence, 16 h; note: % of control where 0% means no effect; nearly all actives have a fitted effect of over 60% in size
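After overnight (16 hr) compound treatment at 37 °C, ELG1-luciferase HEK293T cells were lysed with ONE-Glo; luminescence quantified 30 min later at room temperature.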
FLuc counter: inhibits or activates purified firefly luciferase, miR-21 counter-screen. purified FLuc, Km substrates, luminescence inhibition. Potency, µM (highest dose often 57.5 µM), for inactives: at the top dose activity change, negative = inhibition, usual class: inhibitors. actives 6.9% (n = 360,000);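 note: plate controls were vehicle for no effect and reference inhibitor for full effect; nearly all actives have a fitted effect of over 55% in size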
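Purified P. pyralis luciferase, 10 nM final, with Km-level 10 uM D-luciferin and 10 uM ATP in 50 mM Tris acetate pH 7.5, 10 mM Mg acetate, 0.01% Tween-20, 0.05% BSA; 6-point qHTS titration about 60 µM downward; luminescence read.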
MBNL1 CUG block: inhibitors of human MBNL1 binding to CUG repeat RNA | TR-FRET MBNL1-His/biotin-(CUG)12 binding, 665/545 ratio | Potency, µM (highest dose often 57.5 µM), for the others: top-dose activity change, negative = inhibition, most hits filed as inhibitors | actives 0.036% (n = 280,000) | AID 2675; active = well fitted inhibition curve with a large enough effect in the signal ratio, with a control signal flat, not every such curve was filed as active; inconclusive = small, poorly fitted or top-dose-only effect, or effect the other way, or a change in a side signal; inactive = no such curve, though single readings can be large or run the other way; the % refers to the signal ratio; note: % is set by controls: 0 for no effect and ±100 for the full control effect
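TR-FRET between His-tagged MBNL1 and biotin-(CUG)12 RNA, detected with Tb anti-His antibody (0.055 ng/ul) and streptavidin-XL665 (5 nM), 60 min at room temperature. Compounds titrated 92 nM to 58 uM; 665/545 nm ratio normalized to buffer and complex controls.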
BRCA1 expr up: activators of BRCA1 expression. actives 1.1% (n = 380,000). Potency, µM (series often up to 46.1 µM), inactives show at the top dose activation, hits mostly activators. AID 624202. MCF7-BRCA1-FFLuc reporter, luminescence, 48 h; response scale: scaled: vehicle 0%, 10 µM genistein 100%; note: nearly all actives have a fitted effect of over 80% in size; some results filed as inactive show a strong effect at the top dose
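Compounds are tested at multiple concentrations on MCF7 BRCA1-luciferase reporter cells seeded at 2000 per well; after 48 h, a single luminescence end-point is taken and curves fitted to the normalized data.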
RORg inh: blocks mouse ROR gamma transcriptional activity | actives 5.4% (n = 310,000) | Potency, µM (series often up to 53.6 µM), inactives show at the highest dose activity change, negative = inhibition, usual class: inhibitors | Drosophila S2 Gal4-RORgamma UAS-luciferase reporter, 20 h | P51450; note: % is set by controls: 0 for no effect and ±100 for the full control effect; nearly all actives have a fitted effect of over 60% in size
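Stable Schneider cell line, Gal4 DNA-binding domain fused to ROR gamma, UAS-luciferase. Cmpd 1 hr RT → CuSO4 700 uM final → 20 hr RT → luciferase reagent 10 min → luminescence.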
NPC1 promoter act: NPC1 promoter activation; AID 485313; Huh7 NPC1 promoter luciferase reporter, 24 h; Potency, µM (series often up to 9.22 µM), for the others: at the highest dose activation, actives largely listed as activators; actives 2.4% (n = 320,000);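 note: % of control where 0% means no effect; nearly all actives have a fitted effect of over 60% in size; reporter is driven by a mutant NPC1 promoter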
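Luciferase expression driven by the NPC1 promoter was measured in stably transfected Huh7 cells after a 24 h compound incubation, using a luciferase reagent and a luminescence read.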
uPA generation: blocks generation of uPA at the cell surface; cell surface uPA generation assay, qHTS; Potency, µM (titrated, usually from 38.3 µM), without a hit: at the highest dose activity change, negative = inhibition, most hits filed as inhibitors; actives 0.31% (n = 330,000); AID 540303; active = well fitted inhibition curve with a large enough effect; inconclusive = small, poorly fitted or top-dose-only effect; inactive = no such curve, though single readings can be large or run the other way; tested in mouse RAW 264.7 cells; note: % is set by controls: 0 for no effect and ±100 for the full control effect; nearly all actives have a fitted effect of over 55% in size
Numbers without * were called inactive; ? = inconclusive; / = no result given; & = joins results of further samples; [ ] = remark or other dose. Unless noted, calls come from the whole dose curve; as a rule, active = well fitted curve in the direction sought with a large enough effect; inconclusive = small, poorly fitted or top-dose-only effect, or another doubt; inactive = no such curve, though single readings can be large; an effect the other way counts as inactive or inconclusive. Potency is the fitted concentration of half-maximal effect. These rows are one share of the data; count on the stated rates, not on these rows.

SMILES	p53 reactivator	Rab9 promoter act	MLL CXXC-DNA inh	Gal4-VP16 FLuc	ELG1 genotox	FLuc counter	MBNL1 CUG block	BRCA1 expr up	RORg inh	NPC1 promoter act	uPA generation
COc1cccc(Oc2cc(Cl)nc(N)n2)c1	/	0%	12%	26%	6%	3%	-6%	-31%	36%	1%	-6%
CC(NS(=O)(=O)c1cn(C)c(=O)n(C)c1=O)c1ccccc1 (configuration not stated)	18%	-5%	8%	-8%	4%	5%	-1%	-6%	-1%	-4%	5%
O=C(NCc1cccs1)C(Cc1ccccc1)NS(=O)(=O)c1cccs1 (configuration not stated)	-2%	-1%	3%	-13%	-6%	0%	-2%	-31%	-17%	-1%	-4%
Cc1ccc2nc(-c3ccc(N4C(=O)CC(N5CCN(CCO)CC5)C4=O)cc3)sc2c1 (configuration not stated)	?	10%	-5%	-6%	?	8.5µM*	?	49%	-31%	11%	-2%
C=CCn1cnc2scc(-c3ccc(CC)cc3)c2c1=O	/	/	-4%	5%	/	-6%	4%	-8%	?	/	-4%
CCOC(=O)c1cnc(SC)nc1NCCOC	9%	-5%	8%	10%	7%	-1%	-2%	-10%	-19%	-2%	-6%
CN(Cc1nccn1C)C(=O)C1CCC(=O)N(Cc2cccc(C(F)(F)F)c2)C1 (configuration not stated)	9%	-4%	1%	21%	0%	0%	-10%	0%	-20%	-4%	1%
COc1ccc(C(=O)C2CCCN(Cc3cnc(N4CCOCC4)s3)C2)c(OC)c1 (configuration not stated)	-5%	-29%	3%	-15%	-6%	-2%	8%	-66%	0%	-8%	-3%
O=C(CNC(=O)c1ccccc1)N/N=C/c1ccccc1Cl	1%	-1%	0%	-4%	-1%	?	12%	35%	8%	0%	/
CC(=O)c1cc(-c2ccccc2)n(CCC(=O)NCc2cccs2)c1C	-9%	-5%	-1%	1%	12%	0%	3%	-23%	-2%	-3%	1%
O=C1CCCC(O)=C1C(C#Cc1ccccc1)C1=C(O)CCCC1=O	-5%	-9%	-23%	-2%	9%	?	1%	-56%	30%	2%	-6%
Cc1cc(C)n(-c2c(F)c(F)c(CN3CCCCC3)c(F)c2F)n1	-1%	-5%	2%	1%	0%	-2%	0%	1%	-5%	1%	4%
CC(=O)Nc1cccc(NC(=O)C(=O)NCC(c2ccco2)N2CCc3ccccc32)c1 (configuration not stated)	-9%	-3%	/	/	-1%	0%	/	-15%	/	-1%	0%
Cc1nc(SCC(=O)NC2CCS(=O)(=O)C2)c2c(C)c(C)sc2n1 (configuration not stated)	-7%	7%	/	/	2%	-1%	/	-3%	/	1%	3%
CC1=C(C#N)C(=O)OC(C)(C)C1	2%	-2%	2%	/	-4%	-2%	7%	32%	14%[0.365 µM]	0%	1%
O=C(O)C(Cc1ccccc1)NS(=O)(=O)c1ccc2c(c1)OCCO2 (configuration not stated)	5%	-6%	-2%	-5%	2%	2%	0%	10%	-6%	0%	4%
Cc1c(C(=O)O)nn(-c2ccccc2)c(=O)c1C#N	5%	-9%	2%	-6%	2%	0%	?	0%	14%	1%	12%
CCOC(=O)C1CCCN(C(=O)c2ccc(S(=O)(=O)NCc3ccco3)cc2)C1 (configuration not stated)	-2%	1%	/	/	6%	3%	/	-13%	/	-1%	-1%
O=C(Nc1ccc2oc(-c3ccccc3)nc2c1)c1ccncc1	-2%	7%	5%	-9%	-9%	-14%	-2%	24%	?	6%	-4%
Cc1cc(C)c2[nH]c(=O)c(C(c3nnnn3CC3CCCO3)N3CCC(C)CC3)cc2c1 (configuration not stated)	-10%	-1%	-8%	-1%	-1%	-2%	?	-21%	-25%	-2%	/
COc1ccccc1Nc1ncnc2c1c(C)c(C)n2CCCN(C)C	-3%	1%	-2%	1%	?	1%	-11%	-26%	-13%	-2%	-5%
O=C(COC(=O)c1ccc[n+]([O-])c1)Nc1c(Br)cc([N+](=O)[O-])cc1Br	3%	0%	6%	4%	-5%	-4%	?	/	8%	-4%	/
O=C(NCCc1ccccn1)c1nc(Cn2cc(Br)cn2)no1	-4%	0%	19%	0%	0%	3%	1%	0%	19%	1%	6%
CSc1scc2c1-c1nc(SCC(=O)C(C)(C)C)ncc1CC2	-1%	-4%	-6%	-5%	-8%	-9%	60%[activator]	-30%	-35%	-1%	0%
O=C(O)c1ccccc1-c1ccccc1C(=O)NCc1ccccc1Cl	-2%	-3%	-2%	-1%	1%	5%	-10%	2%	1%	0%	-12%
COc1cc(C(=S)N2CCOCC2)ccc1O	2%	-4%	-4%&-6%	0%&-6%	0%	0%	-4%	-3%	0%&0%	0%	1%
CCOc1cccc(N2C(=O)CC(n3cnc4ccccc43)C2=O)c1 (configuration not stated)	-7%	-7%	-2%	2%	-3%	0%	5%	-13%	6%	8%	-1%
O=C(/C=C/c1ccc(Cl)cc1)NC(=S)Nc1ccc(CN2CCOCC2)cc1	-5%	-2%	12%	6.3µM*	?	0%	?	20%	4µM*	-11%	-15%
OC(C#CCN1CCOCC1)(c1ccccc1)C1CCCCC1 (configuration not stated)	-1%	5%	-11%	?	-2%	-3%	-5%	-6%	10%	0%	-5%
CCSc1nnc(-c2ccc(S(=O)(=O)N3CCOCC3)cc2)n1CC1CCCO1 (configuration not stated)	5%	-2%	-6%	2%	1%	?	8%	0%	15%	3%	/

Grouped by structure, the entries above with a cyano group.
SMILES	p53 reactivator	Rab9 promoter act	MLL CXXC-DNA inh	Gal4-VP16 FLuc	ELG1 genotox	FLuc counter	MBNL1 CUG block	BRCA1 expr up	RORg inh	NPC1 promoter act	uPA generation
CC1=C(C#N)C(=O)OC(C)(C)C1	2%	-2%	2%	/	-4%	-2%	7%	32%	14%[0.365 µM]	0%	1%
Cc1c(C(=O)O)nn(-c2ccccc2)c(=O)c1C#N	5%	-9%	2%	-6%	2%	0%	?	0%	14%	1%	12%

Next results:
SMILES	p53 reactivator	Rab9 promoter act	MLL CXXC-DNA inh	Gal4-VP16 FLuc	ELG1 genotox	FLuc counter	MBNL1 CUG block	BRCA1 expr up	RORg inh	NPC1 promoter act	uPA generation
N#Cc1ccc(CN2C(=O)NC3(CCCCCC3)C2=O)cc1	-6%	-2%	-19%	-12%	-6%	0%	1%	-5%	44%	-2%	3%
CC(=O)c1c(C)[nH]c(=S)c(C#N)c1-c1ccc(F)cc1	1%	-1%	-11%	-9%	1%	1%	16%	-1%	?	-3%	13%
COc1ccc(C(=O)N2CCc3[nH]nc(-c4ccccc4)c3C2)cc1	-7%	2%	2%	2%	0%	1%	-1%	1%	-1%	-3%	-1%
COC(=O)C(C)N=Cc1ccccc1 (configuration not stated)	-2%	1%	4%	0%	6%	-2%	2%	14%	1%	-10%	-2%
CC(C)C(c1nnnn1C1CCCCC1)N1CCc2ccccc21 (configuration not stated)	-2%	-4%	-5%	-5%	-4%	0%	-2%	-19%	-18%	-4%	6%
NS(=O)(=O)c1ccc(NC(=O)COc2ccc(C(=O)c3ccc(F)cc3)cc2)cc1	-2%	-11%	6%	-24%	-7%	1%	86%[activator]	-10%	14%	-10%	-25%
NC(=O)CC[C@@H]1NC(=O)C(Cc2ccc(O)cc2)NC(=O)c2cc([N+](=O)[O-])cc(F)c2NCCC[C@@H](C(N)=O)NC1=O (some centres not stated)	-5%	-4%	-1%	2%	1%	3%	?	/	?	-2%	/
CCNc1nc(N)c(C(=O)c2ccc(Cl)s2)s1	?	3.5µM*	3%	?	?	9.5µM*	?	5µM*	-7%	?	7%
O=C(Cc1ccc(F)cc1)N1CCN=C1SCc1cccc([N+](=O)[O-])c1	14%	22%	1%	-6%	-11%	-3%	?	19%	3%	-5%	2%
Cc1c(C(=O)Nc2ccncc2)sc2nc(-c3ccc(F)cc3)cn12	?	-1%	17%	?	?	1%	-8%	-14%	?	10%	?
Cc1onc(-c2ccccc2)c1C(=O)N/N=C/c1cccs1	-1%	-3%	7%	?	-6%	-3%	12%	-4%	?	1%	0%
COCc1cc(C)nc(SCc2ccccc2)c1C#N	2%	7%	1%	6%	3%	0%	4%	7%	-1%[1.91 µM]	0%	9%
Cc1ccc(N2C(=O)C(Cl)=C(N3CCN(C)CC3)C2=O)c(C)c1	14%	0%	13%	-23%	3%	-14%	60%	17%	25%	0%	-6%
CC1CCCCN1C(=O)COC(=O)C1CCN(S(=O)(=O)c2ccc(Cl)c(C(F)(F)F)c2)CC1 (configuration not stated)	-1%	-2%	/	/	1%	-1%	/	12%	/	-1%	3%
CC1CCN(C(=O)CN(c2ccccc2)S(=O)(=O)N(C)C)CC1	0%	-1%	19%	-4%	2%	1%	-4%	-4%	23%	-1%	2%

Compound activity deposited in PubChem by National Center for Advancing Translational Sciences (NCATS).
